HCMV inh: qHTS Assay for inhibitors of the human cytomegalovirus (HCMV); AID 1259415, 2018; HFF cells, HCMV-luciferase reporter, 72 h; active compounds read low; 410,000 tested, 4.5% active; activity change, negative = inhibition, % at 57.5 µM; in the data active = activity change below about -60%; inconclusive = no clear call, values can overlap the other calls; inactive = above about -39%
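HFF cells seeded 16 h at 37C, treated with compounds, infected with luciferase-reporter HCMV at MOI 1 PFU/cell; luciferase read at 72 h post infection, normalized to buffer-only and Salinomycin controls.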
AmpC detergent: qHTS Inhibitors of AmpC Beta-Lactamase (assay with detergent) | Potency, µM (series often up to 114 µM), for inactives: top-dose activity change, negative = inhibition, usual class: inhibitors | AID 485294, 2010 | 370,000 tested, 0.041% active | AmpC hydrolysis of nitrocefin, absorbance 480 nm, 0.01% Triton;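 also: potency is read from the fitted curve at half-maximal effect; 0% = no-compound wells and -100% = no-enzyme wells; nearly all actives have a fitted effect of over 25% in size; some results filed as inactive show a strong effect at the top dose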
Target sequence (P00811 whole entry, looked up): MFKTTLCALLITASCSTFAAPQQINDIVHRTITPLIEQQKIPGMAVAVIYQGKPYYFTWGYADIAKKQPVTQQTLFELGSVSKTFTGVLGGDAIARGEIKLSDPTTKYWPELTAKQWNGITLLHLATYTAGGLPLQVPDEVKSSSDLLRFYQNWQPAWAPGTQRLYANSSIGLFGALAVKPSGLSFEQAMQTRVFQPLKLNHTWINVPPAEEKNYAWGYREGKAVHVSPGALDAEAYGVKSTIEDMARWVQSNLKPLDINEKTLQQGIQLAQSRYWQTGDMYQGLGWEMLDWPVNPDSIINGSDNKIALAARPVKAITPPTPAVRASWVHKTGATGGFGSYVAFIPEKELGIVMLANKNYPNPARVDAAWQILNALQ
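AmpC (5.3 nM in the dispensed reagent) in 20 mM phosphate pH 7.0 with 0.01% (detergent screen) or 0.0001% Triton X-100 was preincubated with compounds for 15 min at room temperature. Nitrocefin was then added from an 800 uM solution, and hydrolysis was followed at 480 nm.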
AMA1 RON2 block: qHTS for Inhibitors of AMA1-RON; Towards Development of Antimalarial Drug Lead: Primary Screen. Plasmodium falciparum AMA1 (3D7) - RON2 peptide interaction. AlphaScreen AMA1-biotinylated RON2 peptide binding. Potency, µM (highest dose often 58.2 µM), inactives show at the highest dose activity change, negative = inhibition, hits mostly inhibitors. 360,000 tested, 0.2% active. AID 720542, 2013;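 also: potency is read from the fitted curve at half-maximal effect; 0% = vehicle wells and -100% = peptide control; nearly all actives have a fitted effect of over 45% in size; some results filed as inactive show a strong effect at the top dose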
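AMA1 (3D7) with his tag at 25 nM final met compounds first, then biotinylated RON2 peptide at 25 nM; detection used donor plus acceptor beads, 10 µg/mL apiece, read by AlphaScreen after 30 min at room temperature.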
FBPA Giardia inh: qHTS Assay for Inhibitors of Fructose-1,6-bisphosphate Aldolase from Giardia Lamblia; A8B2U2; purified Giardia FBPA; Potency, µM (doses to about 59.6 µM), for inactives: at the top dose activity, negative = inhibition, usual class: inhibitors; 290,000 tested, 0.71% active; also: potency is read from the fitted curve at half-maximal effect; nearly all actives have a fitted effect of over 55% in size
Target sequence (A8B2U2 whole entry, looked up): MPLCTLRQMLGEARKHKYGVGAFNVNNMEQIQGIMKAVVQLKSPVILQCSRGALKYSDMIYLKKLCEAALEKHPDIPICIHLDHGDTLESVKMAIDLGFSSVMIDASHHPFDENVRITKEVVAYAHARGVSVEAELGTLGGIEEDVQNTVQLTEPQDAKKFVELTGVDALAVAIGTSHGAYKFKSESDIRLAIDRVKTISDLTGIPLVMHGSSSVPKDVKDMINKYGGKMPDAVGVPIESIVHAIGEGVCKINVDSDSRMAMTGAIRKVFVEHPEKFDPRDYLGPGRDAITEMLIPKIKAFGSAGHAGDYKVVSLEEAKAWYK
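Giardia FBPA (40 nM reagent) was preincubated 10 min at RT with compound (up to 57.5 uM final), then substrate plus GAPDH/TPI/NAD/arsenate coupling system with diaphorase/resazurin was added; resorufin fluorescence (525/598 nm) was read after 20 min.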
AmpC no deterg: qHTS Inhibitors of AmpC Beta-Lactamase (assay without detergent) | AmpC nitrocefin hydrolysis, absorbance 480 nm, 0.0001% Triton | Potency, µM (highest dose often 57.1 µM), for inactives: top-dose activity change, negative = inhibition, most hits filed as inhibitors | 330,000 tested, 0.52% active | AID 485341, 2010;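 also: potency is read from the fitted curve at half-maximal effect; plate controls were no compound for no effect and no enzyme for full effect; nearly all actives have a fitted effect of over 20% in size; some results filed as inactive show a strong effect at the top dose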
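AmpC (5.3 nM in the dispensed reagent) in 20 mM phosphate pH 7.0 with 0.01% (detergent screen) or 0.0001% Triton X-100 was preincubated with compounds for 15 min at room temperature. Nitrocefin was then added from an 800 uM solution, and hydrolysis was followed at 480 nm.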
Sm TGR block: qHTS Assay for the Inhibitors of Schistosoma Mansoni Peroxiredoxins | Schistosoma mansoni thioredoxin glutathione reductase (TGR), Q962Y6 | purified TGR, DTNB reduction, TNB absorbance 405 nm | AID 485364, 2010 | 360,000 tested, 3% active | Potency, µM (titrated, usually from 114 µM), inactives show at the highest dose activity change, negative = inhibition, actives largely listed as inhibitors; also: potency is read from the fitted curve at half-maximal effect; nearly all actives have a fitted effect of over 60% in size
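TGR 20 nM + NADPH 100 uM (dispensed conc.), cpd preinc 15 min RT; start with NADPH (500 uM addition) then DTNB (15 mM addition). Kinetic TNB absorbance, 405 nm filter. Four-parameter Hill fit across titration.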
* = called active by the depositor; ? = inconclusive; · = not tested or not shown; [ ] = dose if it differs, or a comment. Unless noted, calls follow the shape of the dose curve; as a rule, active = well fitted curve in the direction sought with a large enough effect; inconclusive = small, poorly fitted or top-dose-only effect, or another doubt; inactive = no such curve, though single readings can be large; an effect the other way counts as inactive or inconclusive. Unless noted, % is scaled to controls: 0 for no effect and ±100 for the full control effect.

Start of the data: the first five entries, to show the layout:
The line under a structure holds: HCMV inh, AmpC detergent, AMA1 RON2 block, FBPA Giardia inh, AmpC no deterg, Sm TGR block
COc1nc(N)c(S(=O)(=O)c2ccc(C)cc2)cc1C#N
 : 19, -2%, -2%, 8%, -24%, 1%
COc1ccc(NC(=O)c2sc3nc(-c4cc5ccc(OC)cc5oc4=O)[nH]c(=O)c3c2C)cc1
 : 14, -1%, ·, ·, ·, 12%
O=C(C1=CC=CN2CCS(=O)(=O)N=C12)N1CCN(c2cccc(Cl)c2)CC1
 : -4, ?, -2%, ·, 0%, -7%
CCCCOc1ccc(C(=O)N/C(=C/C=C/c2ccccc2)C(=O)NCCO)cc1
 : 90, ?, 11%, -1%, 193%[activator], -11%
COc1ccc(CC(=O)NCc2nnc(SCC(=O)Nc3nccs3)n2C)cc1
 : -35, -6%, 1%, 0%, -4%, -5%

This part in full, from the first entry:
The line under a structure holds: HCMV inh, AmpC detergent, AMA1 RON2 block, FBPA Giardia inh, AmpC no deterg, Sm TGR block
COc1nc(N)c(S(=O)(=O)c2ccc(C)cc2)cc1C#N
 : 19, -2%, -2%, 8%, -24%, 1%
COc1ccc(NC(=O)c2sc3nc(-c4cc5ccc(OC)cc5oc4=O)[nH]c(=O)c3c2C)cc1
 : 14, -1%, ·, ·, ·, 12%
O=C(C1=CC=CN2CCS(=O)(=O)N=C12)N1CCN(c2cccc(Cl)c2)CC1
 : -4, ?, -2%, ·, 0%, -7%
CCCCOc1ccc(C(=O)N/C(=C/C=C/c2ccccc2)C(=O)NCCO)cc1
 : 90, ?, 11%, -1%, 193%[activator], -11%
COc1ccc(CC(=O)NCc2nnc(SCC(=O)Nc3nccs3)n2C)cc1
 : -35, -6%, 1%, 0%, -4%, -5%
CN(C)/C=C/c1c([N+](=O)[O-])c2ccc(O)cc2n1-c1ccccc1
 : -31, -7%, -15%, -14%, -53%, ?
CC1CCCN(Cc2c(O)ccc3c2O/C(=C\c2ccco2)C3=O)C1 (centres undefined)
 : -14, 20%, -27%, -30%, -31%, 25µM*
COc1cccc(CNC(=O)CCCNC(=O)c2ccc(Cl)cc2)c1
 : 4, -3%, -4%, ·, 30%, 22µM*
CC(C)(c1ccccc1)c1ccc(OCc2ccc(C(=O)O)o2)cc1
 : 81, 0%, 0%, ·, -12%, -7%
C=CC[n+]1ccc2ccccc2c1C
 : -2, 2%, -16%, 0%, 5%, -1%
COC(=O)c1cc(NC(=O)COC(=O)C2COc3ccccc3O2)cc(C(=O)OC)c1 (centres undefined)
 : 83, ·, 18%, ·, -13%, ·
Cc1ccc2scc(N3CCc4ccccc4C3)c(=O)c2c1
 : 25, 14%, ·, ·, ·, 5%
CC(C)Cn1c2c(c(O)c(C(=O)Nn3c(Cc4ccccc4)nc4ccccc4c3=O)c1=O)CCCC2
 : -27, -16%, 39%[activator], -3%, -41%, -4%
Cc1ccc(NC(=O)CN2C(=O)N/C(=C/c3ccc(N4CCOCC4)cc3)C2=O)cc1
 : 16, -6%, 10%, 4%, -13%, -2%
CCNC(=S)Nc1cccc(F)c1C
 : 36, 5%, -4%, 1%, -18%, -7%
O=C1c2cccc3cccc(c23)C(=O)N1/N=C/c1ccc(O)cc1O
 : -10, -11%, 55%[activator][11.6 µM], -2%, -10%, 2%
CCOC(=O)N1CCC(NS(=O)(=O)c2ccc3c(c2)OCC(=O)N3)CC1
 : 19, -5%, -2%, -7%, -3%, 1%
COc1cccc(Nc2nc3ccccc3nc2-n2nc(C)cc2C)c1
 : 42, -7%, 28%, 1%, -10%, 0%
C=C[C@@H]1c2ccccc2N(S(=O)(=O)c2ccc(C)cc2)[C@H](c2ccc(C(=O)OC)cc2)C1(C#N)C#N
 : -14, ·, -1%, ·, -24%, ·
c1ccc(-c2nn3c(-c4ccco4)nnc3s2)nc1
 : 6, -13%, -26%, 8%, -20%, 25µM*
C/C(=N\OCC(=O)Nc1ccc(OC(F)(F)F)cc1)c1ccc2c(c1)OCCO2
 : -28, 9%, -20%, -4%, -15%, 7%
O=C(COc1ccc(Cl)cc1Cl)NC(=S)N1CCCc2ccccc21
 : ?, 9%, -14%, -27%, 13%, -15%
O=C(Nc1ccc(S(=O)(=O)N2CCCC2)cc1)c1ccc(CN2CCOCC2)cc1
 : -81*, -13%, -2%, -3%, 0%, -10%
CCCN(C(=O)Cc1nc(N)n[nH]1)C1(C(=O)Nc2c(C)cccc2C)CCCCC1
 : 13, 1%, 19%, 1%, -15%, -1%
COc1ccc(NC(=O)N2C3CCCC2CC(NC(=O)c2ccccc2)C3)cc1 (centres undefined)
 : 20, -4%, -4%, 0%, -25%, -4%
CC(C)S(=O)(=O)c1nsc2nc(=O)c(/C=C3\C=Nc4ccccc43)c(N)n12
 : -34, -18%, -4%, 9%, -26%, 2%
CCC(=NC1CC(C)(C)NC(C)(C)C1)C1=C(O)CC(C)(C)CC1=O
 : ?, -15%, 3%, 0%, -5%, 1%
Cc1ccccc1C(=O)N1CCC(c2nc3ccccc3s2)CC1
 : -16, 6%, ·, ·, ·, 6%
Cc1cc(C)c2c(CC(=O)N(Cc3ccc(Cl)cc3)Cc3ccco3)coc2c1
 : -28, 17%, ·, ·, ·, -12%
CC(C)(C)NC(=O)NC(=O)COC(=O)Cc1coc2ccc3ccccc3c12
 : 49, -16%, -13%, -5%, -23%, 2%

Part of the list above in order of molecular weight, low to high.
The line under a structure holds: HCMV inh, AmpC detergent, AMA1 RON2 block, FBPA Giardia inh, AmpC no deterg, Sm TGR block
C=CC[n+]1ccc2ccccc2c1C
 : -2, 2%, -16%, 0%, 5%, -1%
Cc1ccc2scc(N3CCc4ccccc4C3)c(=O)c2c1
 : 25, 14%, ·, ·, ·, 5%
CC(C)(C)NC(=O)NC(=O)COC(=O)Cc1coc2ccc3ccccc3c12
 : 49, -16%, -13%, -5%, -23%, 2%

Next structures.
The line under a structure holds: HCMV inh, AmpC detergent, AMA1 RON2 block, FBPA Giardia inh, AmpC no deterg, Sm TGR block
O=C(Nc1ccccc1)c1snc2c(=O)[nH]cnc12
 : -10, 3%, 4%, 6%, -30%, 15%
C=CCNC(=O)CCCOc1cccc(C)c1
 : 1, -7%, 10%, 5%, -2%, -26%
COC(=O)Oc1ccc(/C=N/NC(=O)CSCc2ccc(Cl)cc2)cc1OC
 : -60*, -10%, 4%, 3%, -11%, -7%
CCN(C(=O)COC(=O)c1ccc2c(=O)n3c(nc2c1)CCC3)C1CCS(=O)(=O)C1 (centres undefined)
 : ?, -1%, -10%, 3%, 2%, 5%
COc1ccccc1-n1c(SCC(N)=O)nc2c(c1=O)SCC2
 : 32, -11%, 4%, -9%, -15%, -2%
Cc1csc2nc(O)c(C(=O)NC3CCCCC3)c(=O)n12
 : 2, ?, 25%, ·, -17%, -12%
Cc1cc(C)cc(N(C(=O)c2cc3ccccc3oc2=O)C2C=CS(=O)(=O)C2)c1 (centres undefined)
 : -22, -12%, -4%, 2%, -12%, -14%
O=C(O)c1ccccc1C(=O)OCCCCOC(=O)c1ccccc1C(=O)O
 : -1, ?, -8%, 17%, -25%, 7%
O=C(Cn1cc(C(=O)C(F)(F)F)c2ccccc21)N1CCCCCC1
 : 55, -5%, ·, ·, ·, -6%
Cc1cc(C)c2c(c1)/C(=N/Nc1ccc(S(N)(=O)=O)cc1[N+](=O)[O-])CCC2
 : -18, -4%, 0%, 0%, -26%, ·
CC(C)C1C(=O)Nc2ccc(S(=O)(=O)NCCc3ccc(Cl)cc3)cc21 (centres undefined)
 : -20, 28%, ·, ·, ·, 13%
Cc1cccc(Cn2c(SCc3ccc(C(=O)NCc4ccccc4F)cc3)nc3ccncc32)c1
 : -32, 27%, ·, ·, ·, 4%
CC(=O)c1ccc(S(=O)(=O)Nc2cccc(-c3ccc(N4CCCC4)nn3)c2)cc1
 : 8, 0%, ·, ·, ·, 1%
COc1ccc(NC(=O)c2nc3ccccc3s2)cc1
 : 13, ?, 14%, -22%, -20%, 7%
Cc1ccc2nc(NC(=O)c3cccc(-c4cc5ccccc5oc4=O)c3)sc2c1
 : -89*, 0%, 5%, -1%, -28%, 1%
Cc1ccc(NC(=O)CCCCCCCCCCC2COCCO2)c(C)c1 (centres undefined)
 : -7, -10%, -2%, 1%, -3%, -5%
C/C(=N\NC(=O)c1nn(C)cc1Br)c1cccc(NC(=O)C(C)(C)C)c1
 : 17, -3%, 27%, 0%, -4%, -1%
COc1ccccc1NC1(C#N)CCCCC1
 : 124, 0%, 6%, -1%, -41%, 1%
N=C1C(=O)OCC1c1ccccc1NC(=O)Nc1ccccc1 (centres undefined)
 : 21, -9%, 2%, 1%, -23%, -5%
Cc1ccc(-c2cc(C(=O)NCc3cccs3)no2)cc1
 : 7, 0%, -8%, 4%, -17%, -4%
CCCCn1cnc2c(cnn2-c2ccc(Cl)cc2)c1=O
 : -8, -5%, 2%, 2%, -12%, 2%
COc1ccc(OCC(=O)N2c3ccccc3CCc3ccccc32)cc1
 : -4, ?, 1%, -3%, -13%, 1%
COC(=O)c1ccccc1NC(=O)Cn1cc2c(n1)CCC(C)C2 (centres undefined)
 : -5, ?, -6%, 0%, -2%, -1%
CC(=O)Nc1ccc(S(=O)(=O)Nc2nc3nc(-c4ccccc4)cc(-c4ccccc4)n3n2)cc1
 : -5, -7%, 0%, -12%, -40%, -26%
NC(=O)C(Cc1ccccc1)NC(=O)C12CC3CC(CC(C3)C1)C2 (centres undefined)
 : 51, -1%, -6%, 6%, -9%, -15%
CCn1cc(C(=O)NCc2ccc3c(c2)OCO3)c(=O)c2cc(S(=O)(=O)N3CCOCC3)ccc21
 : 38, 5%, 5%, 10%, 187%[activator], 10%

Record cards, from the list above. Order of screens: HCMV inh	AmpC detergent	AMA1 RON2 block	FBPA Giardia inh	AmpC no deterg	Sm TGR block
Entry for `Cc1ccc2nc(NC(=O)c3cccc(-c4cc5ccccc5oc4=O)c3)sc2c1` : -89*	0%	5%	-1%	-28%	1%
Entry for `C/C(=N\NC(=O)c1nn(C)cc1Br)c1cccc(NC(=O)C(C)(C)C)c1` : 17	-3%	27%	0%	-4%	-1%
